Tat export inh – blocks Tat-dependent protein export in E. coli; E. coli MC4100 TorA-mCherry Tat export, fluorescence; inhibition, % at 10 µM; 340,000 tested, 0.036% active; AID 488895;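 active means mean replicate inhibition at least 50% and at least half of replicates individually reaching 50%; inconclusive means only one of the two criteria met; inactive means neither criterion met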;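 further: exported cargo escapes ClpAP degradation while cytoplasmic cargo is degraded and loses fluorescence; 0% = median of neutral control wells and 100% = median of NaSCN control wells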
phage Ecoli inh – E. coli growth loss with phage present; growth absorbance; 360,000 tested, 0.26% active; inhibition, % at 11.9 µM; AID 651602; in the data active means inhibition above about 11%
HTR5A inv ag – HTR5A inverse agonism, opioid heterodimer counter-screen | P47898 | 340,000 tested, 0.083% active | inhibition, % at 9.3 µM | HTR5A cell line, luminescence; in the data active means inhibition mostly above about 23%, no sharp cut-off; inactive means mostly below about 18%;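 further: 0% = cells with DMSO and 100% = no-cell wells with DMSO; some compounds called inactive have numbers as strong as hits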
Target sequence (P47898 whole entry, looked up): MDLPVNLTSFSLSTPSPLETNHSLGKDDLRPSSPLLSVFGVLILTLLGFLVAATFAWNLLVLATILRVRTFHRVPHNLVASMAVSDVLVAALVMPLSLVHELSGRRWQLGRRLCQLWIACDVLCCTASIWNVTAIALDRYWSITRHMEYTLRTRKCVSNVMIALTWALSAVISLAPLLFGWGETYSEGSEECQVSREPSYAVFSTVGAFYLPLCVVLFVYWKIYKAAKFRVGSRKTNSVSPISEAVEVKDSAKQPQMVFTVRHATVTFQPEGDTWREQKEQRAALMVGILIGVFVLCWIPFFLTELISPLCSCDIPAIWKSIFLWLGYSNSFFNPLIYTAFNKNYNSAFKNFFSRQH
PKA-R2B act – activates the human PKA-R2B holoenzyme complex. activation, % at 11.4 µM. P22694+P31323. PKA-R2B holoenzyme dissociation, Cy5-IP20 fluorescence polarization; R2B truncated from residue 108, S112A mutant; 0% DMSO only, 100% 113 µM cGMP. AID 504700. 340,000 tested, 0.079% active;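 active means activation above a cutoff set at the mean over all compounds plus 3 SD, cut at about 18% in these data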;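 further: higher means more holoenzyme dissociation and a rise in polarization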
Target sequence (P31323 whole entry, looked up, other chains not shown, the tested form may be a part): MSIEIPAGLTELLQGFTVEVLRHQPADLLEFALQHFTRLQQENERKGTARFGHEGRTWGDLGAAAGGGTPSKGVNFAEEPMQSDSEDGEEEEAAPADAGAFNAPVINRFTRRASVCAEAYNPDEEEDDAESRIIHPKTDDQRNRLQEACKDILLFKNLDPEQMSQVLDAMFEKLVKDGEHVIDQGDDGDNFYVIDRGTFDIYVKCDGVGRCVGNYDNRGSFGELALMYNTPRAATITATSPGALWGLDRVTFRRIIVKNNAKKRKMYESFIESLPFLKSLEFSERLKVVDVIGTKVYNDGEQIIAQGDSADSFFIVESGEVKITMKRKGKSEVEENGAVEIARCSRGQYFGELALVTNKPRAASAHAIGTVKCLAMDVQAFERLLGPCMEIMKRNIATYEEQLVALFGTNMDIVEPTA
SUMO Mot1 rescue – SUMOylation pathway inhibition by Mot1-301 growth rescue. S. cerevisiae Mot1-301 growth rescue, ATP luminescence, 38.5C; percent above DMSO median, 100 means doubled. growth rescue, % at 18.8 µM. 320,000 tested, 1% active. AID 2716;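 active means every valid replicate shows activation above 250% relative to neutral control wells; inactive means the rest, any valid replicate at or below 250%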;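 further: OY570 slx delta 5 strain wells were the positive control but not used for scaling; some compounds called inactive have numbers as strong as hits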
PfHsp90 set2 – inhibits growth of yeast expressing Plasmodium falciparum Hsp90. 310,000 tested, 0.32% active. inhibition, % at 9.4 µM. S. cerevisiae expressing PfHsp90, BacTiter-Glo ATP, 48 h; yeast lacking PDR1 and PDR3 efflux regulators. AID 504621;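 active means every replicate shows inhibition above about 80%, whatever the replicate mean, limit read from the data; inconclusive means mean inhibition reaches the set limit but some replicate falls short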;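 further: 0% = DMSO neutral controls and 100% = 20 µM radicicol positive controls; yeast relying on Plasmodium falciparum Hsp90 in place of its own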
E coli growth – counter-screen for AddAB inhibitors: E. coli growth inhibition; 330,000 tested, 0.27% active; E. coli V3065 growth, OD600 absorbance, 18 h; AID 449728; inhibition, % at 11.9 µM;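 active means inhibition above the campaign's mean inhibition across all tested compounds plus 3 SD, cut at about 9.9% in these data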;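 further: uninfected addAB+ strain grown without phage in ampicillin broth; 0% = DMSO wells and 100% = ciprofloxacin 0.95 µg/ml wells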
OPRM1-OPRD1 inv – mu-delta opioid heterodimer inverse agonism | P35372+P41143 | cell-based MOR-DOR heterodimer luminescence | inhibition, % at 9.3 µM | 340,000 tested, 0.21% active | AID 504357; in the data active means inhibition above about 22%, passing the limit was not always enough;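 further: 0% = cells with DMSO and 100% = wells without cells with DMSO; values of inactives mirror those of a sister screen read the other way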
PKA-R1A act – activates the PKA-R1A holoenzyme complex. P00514+P68181. PKA-R1A dissociation, Cy5-IP20 fluorescence polarization; scaled: DMSO 0%, 113 µM cGMP 100%. activation, % at 11.4 µM. 340,000 tested, 0.083% active. AID 504707;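 active means percent activation above the mean of all tested compounds plus 3 SD, cut at about 19% in these data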;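 further: higher means more PKAc released from R1A so a rise in polarization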
AddAB inh – less growth of phage-infected E. coli with AddAB | E. coli expressing H. pylori AddAB, absorbance growth | inhibition, % at 11.9 µM | 330,000 tested, 0.29% active | AID 435030; in the data active means inhibition above about 12%;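 further: 0% = vehicle wells of infected cells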
OPRM1-OPRD1 ag – OPRM1-OPRD1 heterodimerization agonism; cells, luminescence; 340,000 tested, 0.3% active; activation, % at 9.3 µM; AID 504326; in the data active means activation above about 18%;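 further: 0% = vehicle-treated cells and 100% = reference agonist; values of inactives mirror those of a sister screen read the other way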
Active calls of the source: *; ? = inconclusive; / = not tested or not shown.

SMILES	Tat export inh	phage Ecoli inh	HTR5A inv ag	PKA-R2B act	SUMO Mot1 rescue	PfHsp90 set2	E coli growth	OPRM1-OPRD1 inv	PKA-R1A act	AddAB inh	OPRM1-OPRD1 ag
CCN(CC)S(=O)(=O)c1cccc(NC(=O)COc2ccc(Cl)cc2Br)c1	9	5.9	-4	-7	5	/	-0.9	-36	-12	0.8	6.7
Cc1ccc(-n2c(Cn3nc(C(F)(F)F)cc3C)n[nH]c2=S)cc1	3	/	6	-8	-9	/	2.2	6	5	3.8	-1.1
COc1ccccc1-c1sc2cc3c(cc2c1C#CCO)OCO3	4	1.8	-12	-13	5	6	2.5	-6	8	0.6	1.0
O=C(c1cc2c(=O)oc3ccccc3c2s1)N1CCOCC1	1	1.2	-2	5	-22	-17	1.1	-6	3	0.8	1.1
NC(=O)c1sc2nc3c(c(-c4ccc(Cl)cc4)c2c1N)CCCC3	4	-0.2	10	-5	32	-11	-1.6	2	-11	1.6	-0.4
O=C(NCCC1CCCCN1S(=O)(=O)c1ccc(Cl)cc1)C(=O)NCCN1CCOCC1 (stereo unspecified)	-1	2.9	14	-5	-12	-37	-2.0	-2	-7	-0.3	0.5
Cc1ccc(C)c(S(=O)(=O)N2CCCOC2CNC(=O)C(=O)NC2CCCCC2)c1 (stereo unspecified)	-3	0.6	-2	-1	-18	13	0.6	4	0	-1.2	-1.1
O=C(Nc1ccc(Nc2ccccc2)cc1)c1c(Cl)cccc1Cl	0	7.0	28	-2	36	-2	0.3	-1	-5	1.4	0.1
CC(C)CCN1C(=O)c2ccc(C(=O)Nc3ccc(Br)cc3C(=O)O)cc2C1=O	0	-0.1	4	3	-26	-22	-2.6	8	-12	-2.1	-1.5
CCOc1ccc(NC(=O)CN(C)C(=O)c2ccc3c(c2)C(=O)N(CCC(C)C)C3=O)cc1OCC	1	-0.6	20	-3	-2	-4	3.8	3	-5	1.6	-0.5
COc1cccc2cc(C(=O)NCCN3CCOCC3)oc12	-1	1.1	0	7	163	5	-0.9	11	0	0.2	-2.1
CCc1cccc2c(C(=O)C(F)(F)F)cn(CC(=O)N3CCOCC3)c12	4	1.5	1	-4	-1	1	1.3	10	2	1.8	-1.3
Nc1c(C(=O)CSc2nnnn2-c2ccccc2)c(=O)[nH]c(=O)n1C1CC1	0	2.2	-3	5	-1	0	-0.4	4	-9	-1.8	-0.7
O=[N+]([O-])c1cccc(S(=O)(=O)N2CCc3ccccc3C2)c1	4	1.3	-4	-4	-8	-14	0.9	-11	-8	0.9	2.2
COc1ccc(C(=O)NCC(=O)OCC(=O)c2ccc(Cl)cc2)cc1OC	-9	2.9	-3	2	-2	-4	-1.3	16	-1	5.4	-3.2
CCOC(=O)c1ccc(NC(=S)N2CCCC(C)C2)cc1 (stereo unspecified)	0	3.5	-22	-3	10	0	1.2	6	0	2.7	-1.3
CCN(CC)CCCNC(=O)Cn1ncc2c(=O)oc3ccc(C)cc3c21	17	2.3	20	-14	-11	14	1.3	18	-7	-0.8	-3.0
COc1ccccc1/C=C/C(=O)NCc1ccccn1	-11	4.5	-1	-7	11	-3	-4.3	6	-5	-1.4	-0.8
CCOC(=O)CC(NC(=O)C1c2ccccc2Oc2ccccc21)c1ccccc1Cl (stereo unspecified)	-9	3.4	5	-8	3	1	-1.6	12	-10	-1.1	-2.3
C=CCNC(=O)CC1C(=O)NCCN1Cc1ccc(-c2ccccc2)cc1 (stereo unspecified)	-6	3.2	10	-11	2	-9	1.8	18	-12	-0.1	-2.6
CC(C)CC(=O)Nc1cc([N+](=O)[O-])ccc1Cl	-5	/	1	-11	-22	14	0.7	15	-3	-0.2	-2.9
O=C(N/C(=C\c1ccco1)C(=O)N1CCOCC1)c1ccc([N+](=O)[O-])cc1	-7	2.1	-1	-6	-1	-14	2.3	6	-3	5.7	-1.2
COCC(=O)Nc1ccc(S(=O)(=O)Nc2cc(C)nc(C)n2)cc1	11	/	4	-6	-4	8	-0.8	9	11	1.1	-1.7
COc1cc(NC(=O)C[n+]2ccc(C(=O)c3ccccc3)cc2)cc(OC)c1	3	9.0	-1	6	-10	-13	1.6	-16	-2	1.7	4.0
CN(C(=O)c1cccc(NC(=O)Cc2ccc(NC(=O)C3CCCN(C(=O)C4CCC4)C3)cc2)c1)C1CCCCC1 (stereo unspecified)	7	1.0	-13	6	/	-3	/	-11	-6	/	2.4
(continued)
SMILES	Tat export inh	phage Ecoli inh	HTR5A inv ag	PKA-R2B act	SUMO Mot1 rescue	PfHsp90 set2	E coli growth	OPRM1-OPRD1 inv	PKA-R1A act	AddAB inh	OPRM1-OPRD1 ag
Cc1cccc(NC(=O)COC(=O)c2ccc3c(=O)n4c(nc3c2)CCC4)c1	-6	3.0	10	0	-19	8	-1.4	-3	1	2.4	0.6
CCOC(=O)Nc1ccc2c(CN(C)Cc3ccc(F)cc3)cc(=O)oc2c1	2	2.2	-30	2	21	-60	-2.5	3	10	2.6	-0.5
Cc1ccc(NC(=O)CN2CCc3ccccc3C2)cc1F	8	-1.7	6	-6	-16	2	0.4	4	-2	-1.2	-0.7
CCOC(=O)N1CCN(C(=O)c2ccc3c(c2)sc2nc(-c4ccccc4)cn23)CC1	4	1.3	-17	4	20	-14	0.7	7	1	1.4	-1.5
Cc1ccc(NC(=O)C(=O)NCc2ccc(/C=C(/C#N)C(=O)NCc3cccnc3)o2)cc1C	1	6.7	14	-13	3	-14	1.1	7	-1	1.6	-1.5
CCCSc1cc(NCCOC(=O)CCC)c([N+](=O)[O-])c2nonc12	9	0.5	-25	-2	31	6	-1.2	9	4	1.6	-1.6
CC12CC(NC(=O)N1c1cccc(C(=O)NCc3ccccn3)c1)c1ccccc1O2 (stereo unspecified)	4	1.2	16	-4	-2	6	-1.9	6	-3	2.7	-1.1
COc1ccc(C(NC(=O)/C=C\c2ccco2)c2ccc(OC)c(OC)c2)cc1 (stereo unspecified)	-2	-1.1	8	-10	-4	/	0.2	11	-4	1.2	-2.2
COc1ccc(CCN2CC(C(=O)N(C)CCc3cn[nH]c3)CCC2=O)cc1 (stereo unspecified)	-3	2.0	-2	-15	/	15	/	18	-7	/	-3.6
COc1ccc(NC(=O)COC(=O)C2CCN(S(=O)(=O)c3cccs3)CC2)cc1OC	13	1.9	-4	-16	14	7	1.7	14	-10	-1.2	-2.8
CCOC(=O)c1ccc(CNCc2ccc(Br)cc2)cc1	6	2.8	-31	-6	42	15	1.4	-21	-6	1.9	4.0
CC(C)[C@H](NS(=O)(=O)c1ccc2c(c1)OCCO2)C(=O)OCC(=O)Nc1cc(Cl)ccc1Cl	12	0.5	-1	1	-5	-2	0.2	0	9	1.0	0.0
C/C(=N\NC(=O)c1c(Cl)cnn1C)c1cccnc1	7	2.3	-5	9	/	-7	/	17	-6	/	-3.3
Cc1cc(C)c(NC(=O)COC(=O)C2CCCCC2)c(C)c1	-3	2.6	-6	-2	9	-11	-0.5	7	-13	-0.9	-1.6
CCSC1=C(C#N)C(c2ccccc2OC)CC(=O)N1 (stereo unspecified)	5	3.3	3	-5	-35	9	-3.6	5	-5	2.1	-1.0
CN(C)/C=C1/N=C(c2ccccc2)OC1=O	-1	3.0	-6	-11	88	-4	-1.2	3	-11	3.6	-0.7
CN1CCN(C2=C(Cl)C(=O)N(c3cccc(Cl)c3)C2=O)CC1	0	3.4	-1	-9	-19	/	-0.7	13	-2	2.5	-2.2
COC(=O)C(C(=O)OC)c1ccc(-n2cccc2)cc1	-1	0.8	-8	-2	-9	/	-0.3	-2	5	2.3	0.5
CCOC(=O)N1CC=C2C(C#N)=C(N)C(C#N)(C#N)[C@H](c3ccccc3OCC)[C@H]2C1	9	1.6	-16	-3	-10	/	3.0	-5	4	3.0	0.9
CCCc1nc2ccc(NC(C)=O)cc2c(=O)n1Cc1cccc(Cl)c1	9	-1.7	-4	0	-3	-2	-0.5	12	-2	-0.2	-2.4
Cc1ccccc1C(=O)N1CCC(C(=O)O)CC1	-1	2.9	-31	-2	-10	/	0.6	15	4	1.2	-3.0
S=C(NCc1ccco1)Nc1cc(-c2ccccc2)[nH]n1	-1	-11	8	-1	55	/	2.4	-8	-10	3.1	1.6
COc1ccc(Nc2nccc3c2nnn3C)cc1	-4	4.1	6	0	14	/	-0.6	12	6	0.7	-2.0
COc1ccc(CCN=C(N)NS(=O)(=O)c2cccs2)cc1	?	4.6	-8	-9	6	-4	0.9	10	-8	3.3	-1.5
NS(=O)(=O)c1cccc(NC(=O)CSc2nc3ccc(Cl)cc3[nH]2)c1	0	-1.1	-16	14	208	7	-2.5	-3	-5	2.1	0.7
More records.
SMILES	Tat export inh	phage Ecoli inh	HTR5A inv ag	PKA-R2B act	SUMO Mot1 rescue	PfHsp90 set2	E coli growth	OPRM1-OPRD1 inv	PKA-R1A act	AddAB inh	OPRM1-OPRD1 ag
Cc1nc(NC(C)c2ccccc2)c2oc3ccccc3c2n1 (stereo unspecified)	5	1.6	0	4	162	4	-1.9	1	-7	0.5	-0.2
O=C1C2C3CC(C(Br)C3Br)C2C(=O)N1c1ccccn1 (stereo unspecified)	-4	2.2	-3	4	7	2	-1.8	22	-6	0.8	-3.5
O=C(CN1C(=O)S/C(=C\c2ccc(Cl)cc2)C1=O)NCCCn1ccnc1	6	2.2	6	2	-3	4	-1.8	3	-20	-0.7	-0.5
CCCc1cc(C(=O)Nc2cc(C)nn2-c2ccccc2)no1	5	3.9	-13	-4	-9	42	3.8	11	9	0.5	-1.8
Cn1c(N)c(C(=O)c2ccc(F)cc2F)c(=O)n(C)c1=O	10	0.6	17	-9	-2	7	2.4	9	-3	5.6	-1.9
CCC1Oc2ccccc2N(CC(=O)NC2CCCC2)C1=O (stereo unspecified)	-2	2.6	-20	1	9	-28	-1.8	11	-12	0.6	-2.1
OC(Cn1cncn1)(c1ccccc1)c1ccccc1	1	-2.2	-1	1	175	92*	0.8	7	-2	0.9	-1.2
CC(C)CCNC(=O)C1CCCN1C(=O)NC1CCCCC1 (stereo unspecified)	-3	1.4	-14	-7	/	-3	0.3	15	-5	1.3	-2.6
N#Cc1nc(COc2ccc(Br)cc2)oc1NCCCn1ccnc1	10	3.0	-17	-8	5	2	1.7	10	-6	6.1	-1.7
CN(C)c1cccc(C(=O)NNC(=S)NC2CCCC2)c1	8	3.9	7	-7	-6	-45	0.0	14	0	-0.7	-2.8
CCCC(=Nc1ccccc1OC)C1=C(O)CC(c2ccccc2)CC1=O (stereo unspecified)	-1	3.7	31	-4	-2	22	0.2	-9	-5	-0.2	1.9
CCNC(=S)NNC(=O)c1csc2c1CCCC2	13	/	16	-11	12	-3	2.0	20	-1	2.1	-3.8

Assay outcomes: PubChem, several laboratories
